Giardia FBPA inh: blocks Giardia fructose-bisphosphate aldolase activity. A8B2U2. purified Giardia FBPA. Potency, µM (highest dose often 59.6 µM), inactives show top-dose activity, negative = inhibition, usual class: inhibitors. 290,000 compounds, 0.71% hits. AID 2451; also: potency is read from the fitted curve at half-maximal effect; nearly all actives have a fitted effect of over 55% in size
Target sequence (A8B2U2 whole entry, looked up): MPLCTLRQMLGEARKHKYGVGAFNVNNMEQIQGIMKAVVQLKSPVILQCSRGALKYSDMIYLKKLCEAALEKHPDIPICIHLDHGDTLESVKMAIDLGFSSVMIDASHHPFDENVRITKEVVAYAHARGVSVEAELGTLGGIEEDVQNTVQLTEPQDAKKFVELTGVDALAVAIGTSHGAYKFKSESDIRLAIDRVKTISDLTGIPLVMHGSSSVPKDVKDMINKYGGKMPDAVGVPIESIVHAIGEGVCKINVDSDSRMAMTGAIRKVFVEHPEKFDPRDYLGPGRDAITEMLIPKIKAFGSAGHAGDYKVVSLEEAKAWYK
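Giardia FBPA (40 nM reagent) was preincubated 10 min at RT with compound (up to 57.5 uM final), then substrate plus GAPDH/TPI/NAD/arsenate coupling system with diaphorase/resazurin was added; resorufin fluorescence (525/598 nm) was read after 20 min.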
HCMV antiviral: blocks human cytomegalovirus replication. 410,000 compounds, 4.5% hits. activity change, negative = inhibition, % at 57.5 µM. HFF cells, HCMV-luciferase reporter, 72 h; stronger effect = lower value. AID 1259415; in the data active = activity change below about -60%; inconclusive = no clear call, values can overlap the other calls; inactive = above about -39%
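Two-dose cell screen: HFF monolayers treated with compounds and infected with luciferase-expressing HCMV at 1 PFU/cell, 72 h at 37C, then lysed for luciferase measurement.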
HCV inh: HCV inhibition | Huh7.5.1 HCVcc-Cre infection, luciferase reporter, 44 h | Potency, µM (highest dose often 41.8 µM), for inactives: at the highest dose activity change, negative = inhibition, usual class: inhibitors | 340,000 compounds, 3.4% hits; also: potency is read from the fitted curve at half-maximal effect
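Infectious HCVcc-Cre (~0.5 moi) was added to cells just after compound, with cells seeded 4 h earlier at 1,000 per well. Luciferase activity after 44 h culture reported infection; substrate was incubated 15 min at room temperature before reading.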
Sm TGR inh: S. mansoni TGR enzyme inhibition. purified TGR, DTNB reduction, TNB absorbance 405 nm. Potency, µM (highest dose often 114 µM), for the others: top-dose activity change, negative = inhibition, most hits filed as inhibitors. Q962Y6. 360,000 compounds, 3% hits; also: potency is read from the fitted curve at half-maximal effect; nearly all actives have a fitted effect of over 60% in size
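Kinetic colorimetric format: TGR-catalysed, NADPH-driven DTNB reduction monitored via TNB absorbance. Enzyme dispensed at 20 nM; compound exposure 15 min at room temperature before reaction start.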
AMA1-RON2 inh: AMA1-RON2 (P. falciparum) interaction inhibition | AlphaScreen AMA1-biotinylated RON2 peptide binding | Potency, µM (titrated, usually from 58.2 µM), for the others: at the highest dose activity change, negative = inhibition, usual class: inhibitors | 360,000 compounds, 0.2% hits;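 also: potency is read from the fitted curve at half-maximal effect; 0% = vehicle wells and -100% = peptide control; nearly all actives have a fitted effect of over 45% in size; some results filed as inactive show a strong effect at the top dose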
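AMA1 (3D7) with his tag at 25 nM final met compounds first, then biotinylated RON2 peptide at 25 nM; detection used donor plus acceptor beads, 10 µg/mL apiece, read by AlphaScreen after 30 min at room temperature.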
AmpC inh detg: AmpC beta-lactamase inhibition with detergent present. P00811. AmpC hydrolysis of nitrocefin, absorbance 480 nm, 0.01% Triton. Potency, µM (titrated, usually from 114 µM), without a hit: at the top dose activity change, negative = inhibition, actives largely listed as inhibitors. 370,000 compounds, 0.041% hits. AID 485294;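 also: potency is read from the fitted curve at half-maximal effect; 0% = no-compound wells and -100% = no-enzyme wells; nearly all actives have a fitted effect of over 25% in size; some results filed as inactive show a strong effect at the top dose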
Target sequence (P00811 whole entry, looked up): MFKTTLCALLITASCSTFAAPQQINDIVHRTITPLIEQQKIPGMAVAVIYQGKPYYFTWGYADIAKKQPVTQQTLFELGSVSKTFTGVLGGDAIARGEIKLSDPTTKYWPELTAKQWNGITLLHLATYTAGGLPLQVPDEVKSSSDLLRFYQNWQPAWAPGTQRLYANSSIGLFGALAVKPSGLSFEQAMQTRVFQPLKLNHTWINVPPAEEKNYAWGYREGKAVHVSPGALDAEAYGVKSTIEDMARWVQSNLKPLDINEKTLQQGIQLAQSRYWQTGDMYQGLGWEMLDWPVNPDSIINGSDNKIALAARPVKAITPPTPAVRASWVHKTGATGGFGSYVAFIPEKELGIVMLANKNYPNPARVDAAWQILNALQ
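AmpC (5.3 nM in the dispensed reagent) in 20 mM phosphate pH 7.0 with 0.01% (detergent screen) or 0.0001% Triton X-100 was preincubated with compounds for 15 min at room temperature. Nitrocefin was then added from an 800 uM solution, and hydrolysis was followed at 480 nm.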
Active calls of the source: *; ? = inconclusive; . = no result given; [ ] = remark or other dose. Unless noted, calls follow the shape of the dose curve; as a rule, active = well fitted curve in the direction sought with a large enough effect; inconclusive = small, poorly fitted or top-dose-only effect, or another doubt; inactive = no such curve, though single readings can be large; an effect the other way counts as inactive or inconclusive. Unless noted, % is scaled to controls: 0 for no effect and ±100 for the full control effect. Compounds were not picked by outcome; any-hit rate near 9.3%.

SMILES | Giardia FBPA inh | HCMV antiviral | HCV inh | Sm TGR inh | AMA1-RON2 inh | AmpC inh detg
CCc1ccc2nc3nc(C)cc(C)c3c(N)c2c1 | 6% | -12 | ? | 3% | 1% | -1%
O=C1CCCCCN1C(=O)c1ccccc1 | . | -17 | 2% | . | -9% | .
COc1ccc(/C=C/C2=CCN(Cc3ccc(OC)cc3)CC2)cc1 | -11% | ? | -22% | ? | -12% | 4%
O=c1cc(C(F)(F)F)nc(-n2[nH]c3c(c2=O)CCCC3)[nH]1 | ? | 48 | 3% | 4% | 1% | 6%
COc1cc2[nH]c3c(N4CCC(C(N)=O)CC4)ncnc3c2cc1OC | -5% | . | . | 6% | . | 0%
COC(=O)c1c(NC(=O)c2ccc(N(C)S(=O)(=O)c3ccc(C)cc3)cc2)sc2c1CCCC2 | 0% | 38 | ? | 16% | 0% | ?
NC(=O)c1ccccc1NS(=O)(=O)c1cccs1 | 3% | 2 | 11% | 7% | -4% | -13%
COc1ccc(C(=O)COC(=O)CNC(=O)c2cc(OC)cc(OC)c2)cc1 | 6% | -11 | 9% | 4% | 0% | -8%
CC(Oc1ccc(Cl)cc1Cl)c1nc(-c2ccc(NC(=O)c3ccco3)cc2)no1 (configuration not stated) | -1% | -93* | ? | -11% | 9% | -6%
CCCn1nnnc1NC(=O)c1ccc(C)cc1Cl | -3% | 21 | 19% | 9% | 106%[activator] | -1%
CCCN1CCC[C@@H]2Cc3[nH]ncc3C[C@H]21 | -16% | -14 | 3% | . | 15% | .
Cc1ccnc(N2CCC(C(=O)Nc3ccc4c(c3)CCC4)CC2)n1 | -3% | -5 | -28% | 74%[activator] | -7% | -3%
O=C(O)CCCn1ccc2cc(S(=O)(=O)N3CCCC3)ccc21 | . | -1 | 12% | -5% | -4% | 3%
O=C(COC(=O)c1cccnc1Cl)Nc1cccc(S(=O)(=O)N2CCOCC2)c1 | . | -14 | 12% | . | 0% | .
O=C(CCSc1nc(-c2ccco2)cc(C(F)(F)F)n1)NCCc1ccccc1 | 5% | 17 | ? | 3% | -4% | ?
CN(C)CCNC(=O)C1CCN(S(=O)(=O)c2ccc3ccccc3c2)CC1 | . | 34 | -15% | 0% | 18% | 3%
Cc1[nH]c2ccccc2c1C(c1ccncc1)N1CCN(c2ccccn2)CC1 (configuration not stated) | 0% | 25 | 13% | 1µM* | -22% | -3%
O=P(c1ccccc1)(c1ccccc1)N(c1ccccc1)c1ccccc1 | 5% | 25 | -13% | -3% | -1% | -4%
CCC(=NCC1CCCO1)c1c(O)n(-c2ccccc2C)c(=O)[nH]c1=O (configuration not stated) | -6% | -22 | 14% | 15% | -3% | -4%
Cn1c(=O)c2sccc2n2c(CCCC(=O)NCCc3ccccc3)nnc12 | 2% | -2 | 6% | 0% | 1% | 0%
CCCOc1ccc(-c2c(C(=O)N/N=C/c3ccc(C)cc3)nnn2-c2nonc2N)cc1 | -4% | -27 | -20% | 14% | 9% | 3%
Cc1ccc(CNC(=O)c2c(-c3ccccc3Cl)noc2C)cc1 | -3% | ? | -11% | -27% | 10% | 2%
Cc1ccccc1N/N=C/c1ccc(C#N)cc1 | 0% | -17 | -10% | -14% | 3% | -4%
CC1(C(=O)N2CCN(c3ccc([N+](=O)[O-])cc3)CC2)CC1(Cl)Cl (configuration not stated) | -5% | ? | 11µM* | -19% | 3% | -17%
O=C(CSc1nnc(NC(=O)c2ccccc2F)s1)NCc1ccc(F)cc1 | -22% | 69 | 5% | 4% | -4% | ?
COc1ccc(C(=O)NCC(=O)NCC(c2ccco2)N(C)C)cc1OC (configuration not stated) | -11% | 29 | 19% | -13% | -10% | -6%
CC(=O)Nc1ccc(NC(=O)c2ccc(Cn3cc(Cl)cn3)cc2)cc1 | 1% | ? | -11% | 6% | -5% | -4%
CCc1ccc(Nc2nnc(SCC(=O)Nc3cccnc3Cl)s2)cc1 | -9% | 11 | 10% | -2% | 13% | -2%
Cc1cccc(N2CCN(C(=O)C3CCCN(S(=O)(=O)c4cnc[nH]4)C3)CC2C)c1 (configuration not stated) | -7% | -20 | -25% | -7% | 10% | -7%
Cc1cc(C)c(S(=O)(=O)N2CCOC2CNC(=O)C(=O)NCc2ccco2)c(C)c1 (configuration not stated) | -1% | -17 | -9%[8.37 µM] | -7% | -6% | ?
Cn1c(SCC(=O)Nc2ccccc2)nnc1C(F)(F)F | 0% | -34 | -14% | 0% | -5% | 2%
CC(=O)Nc1ccc(NC(=O)Oc2ccccc2)cc1 | -2% | 50 | 14% | -2% | -4% | 5%
Cc1c(Cl)c(C(=O)Nc2nc3ccccc3n2CCN2CCCCC2)nn1C | 8% | . | . | -9% | . | -7%
CCOC(=O)c1c(C)n(-c2ccc(OC)cc2)c2ccc(OC(=O)COc3ccccc3)cc12 | . | ? | . | 5% | . | 13%
COc1cccc(OC)c1OC(=O)c1ccccc1 | . | -4 | 21% | . | 3% | .
O=C(CCN1C(=O)c2ccccc2C1=O)C1=NN[C@@H]2C(=O)N(c3cccc(Cl)c3)C(=O)[C@H]12 | 4% | -8 | 9% | 9% | 0% | -12%
O=C(NCC(c1ccc2c(c1)OCO2)N1CCN(c2ccccc2)CC1)C(=O)Nc1ccc(F)cc1 (configuration not stated) | . | -25 | . | 3% | . | -6%
Clc1nccnc1-c1ccccc1 | 1% | 20 | 26% | 0% | 5% | ?
N#Cc1ccc(C(=O)Nc2cc3nn(-c4ccccc4)nc3cc2Cl)c(F)c1 | . | 18 | . | 4% | . | 3%
CC(C)C(=O)Nc1ccc(Oc2ccc3c(c2)C(=O)NC3=O)cc1 | -3% | 10 | -2% | 12% | 6% | ?
Cc1ccc(-c2csc(N)n2)s1 | -29% | 60 | 0% | -4% | 4% | ?
O=C(CSCc1ccc(Cl)cc1Cl)Nc1ccc(O)cc1C(=O)O | -3% | 31 | 17% | -1% | -9% | ?
Cc1cc(N)n(-c2ccc(C)c(C)c2)n1 | -9% | 89 | -15% | -1% | -23% | 4%
COc1ccc(/C=C/C(=O)N2CCN(C)CC2)cc1S(=O)(=O)N1CCCCC1 | 6% | 36 | 8% | . | 9% | 2%
COc1ccc(C2(C)CC(C)(C)Nc3ccccc32)cc1 (configuration not stated) | -12% | 0 | -16% | -29% | -20% | 9%
O=C(Cc1ccccc1)Nc1ccc(Cl)cn1 | 4% | -26 | 26% | 1% | 3% | 2%
O=C(NNC(=O)C1CCC1)c1cccc(Cl)c1 | . | -15 | 9% | -1% | 21% | 0%
NC(=O)C1CCN(C(=O)c2ccc3c(c2)S(=O)(=O)c2ccccc2C3=O)CC1 | 3% | -10 | -2% | 69%[activator] | -12% | 2%

A second format for two compounds above.
canonical_smiles	Giardia FBPA inh	HCMV antiviral	HCV inh	Sm TGR inh	AMA1-RON2 inh	AmpC inh detg
O=C(CSCc1ccc(Cl)cc1Cl)Nc1ccc(O)cc1C(=O)O	-3%	31	17%	-1%	-9%	?
Cc1cc(N)n(-c2ccc(C)c(C)c2)n1	-9%	89	-15%	-1%	-23%	4%

Additional records follow:
SMILES | Giardia FBPA inh | HCMV antiviral | HCV inh | Sm TGR inh | AMA1-RON2 inh | AmpC inh detg
CCC(=O)Oc1c(C(=O)CC)cc2c(C)cc(=O)oc2c1C | 8% | ? | -4% | 3% | -10% | -1%
O=C(/C=C\c1ccccc1)Nc1nccs1 | -3% | 52 | 25% | -25% | -5% | -2%
Cc1ccc(-c2cc(C(=O)N3CC4(C)CC3CC(C)(C)C4)no2)cc1 (configuration not stated) | . | -29 | 18% | . | 0% | .
CC1CC(C)CN(S(=O)(=O)c2ccc(C(=O)NN3CCOCC3)cc2)C1 (configuration not stated) | 4% | -28 | -3% | -2% | 15% | ?
COc1cc(NC(=O)c2cccnc2)ccc1-c1cc2ccccc2oc1=O | -4% | -24 | . | 1% | . | -1%
Cc1ccccc1-c1csc(N)n1 | . | 37 | -1% | . | -15% | .
O=C(Nc1ccc(F)cc1)OCCN1CCN(Cc2ccccc2)CCC1=O | -2%[89.2 µM] | 0 | ? | -12% | 8% | -14%
CC(=O)Nc1ccc(NC(=O)/C(Cl)=C/c2ccccc2)cc1 | 4% | 0 | ? | -2% | -9% | 4%
CCCC[C@@H]1C=C(C(=O)O)[C@H](c2ccc(Br)cc2)N1S(=O)(=O)c1ccc(C)cc1 | . | 8 | 33%[activator][8.37 µM] | . | 14% | .
COc1cc(-c2nc(S(=O)(=O)c3ccc(Br)cc3)c(N3CCOCC3)o2)cc(OC)c1OC | . | 52 | . | 2% | . | 9%
O=C(Nc1ccc(Nc2ccccc2)cc1)c1ccc(Cl)cc1[N+](=O)[O-] | . | -16 | ? | . | 0% | .
CCOc1ccccc1C1C(C(=O)Nc2ccccc2)=C(C)Nc2nc(-c3ccccc3)nn21 (configuration not stated) | . | -11 | . | -1% | . | 9%

Exported as tab-separated lines: entries from further up.
canonical_smiles	Giardia FBPA inh	HCMV antiviral	HCV inh	Sm TGR inh	AMA1-RON2 inh	AmpC inh detg
COc1cc(-c2nc(S(=O)(=O)c3ccc(Br)cc3)c(N3CCOCC3)o2)cc(OC)c1OC	.	52	.	2%	.	9%
CC1CC(C)CN(S(=O)(=O)c2ccc(C(=O)NN3CCOCC3)cc2)C1 (configuration not stated)	4%	-28	-3%	-2%	15%	?

Later entries.
SMILES | Giardia FBPA inh | HCMV antiviral | HCV inh | Sm TGR inh | AMA1-RON2 inh | AmpC inh detg
Cc1cc(C)n2nc(CNS(=O)(=O)c3c(F)c(F)c(F)c(F)c3F)nc2n1 | -9% | 0 | ? | 18µM* | 16% | 1%
O=C(Cc1c(Cl)cccc1Cl)Nc1ccncc1Cl | . | . | ? | 1% | 6% | -7%
COc1ccc(NC(=O)CCCN2C(=O)C3C4C=CC(C4)C3C2=O)c(OC)c1 (configuration not stated) | -3% | -7 | 2% | -3% | 7% | 4%
Cc1ccc(NC(=O)N2CCN(c3ccccn3)CC2)cc1 | 3% | -2 | -6% | -9% | -6% | 4%
COc1ccc(/C=C/C(=O)NCC(=O)N/N=C/c2cc(Br)ccc2OC)cc1 | -1% | 28 | -11% | -30% | 23% | ?
O=C(NCc1ccccc1Cl)C(=O)NCC1OCCCN1S(=O)(=O)c1cccs1 (configuration not stated) | . | . | 1% | -28% | 2% | -7%
CC1=Nc2ccccc2N=C(NC(=O)CSc2nnnn2-c2ccccc2)C1c1ccccc1 (configuration not stated) | -11% | ? | ? | 0% | -5% | 1%
N/C(=N\OC(=O)c1cccs1)c1ccc(Cl)cc1 | 1% | 75 | 3% | 11% | 17% | 7%
O=C(COc1ccc2c3c(c(=O)oc2c1)CCC3)NC1CCCCC1 | 0% | -2 | -4% | 4% | -1% | 1%
O=C(Cc1ccccc1)NC1CCN(S(=O)(=O)c2cccc(F)c2)CC1 | 1% | 26 | 14% | 0% | 1% | ?
CN1C(=O)c2ccccc2NC(=O)[C@]12O[C@@H]2c1ccccc1 | -7% | 19 | -3% | -6% | 3% | 10%
CC(NCC(=O)Nc1ccccc1C(=O)NC1CC1)c1ccccc1Cl (configuration not stated) | . | -103* | ? | -22% | 1%[11.6 µM] | -4%
COc1ccc(S(=O)(=O)NC(C)CCc2ccccc2)cc1 (configuration not stated) | 5% | -16 | ? | . | -19% | 1%
Cc1cc(C)cc(NC(=O)C(Cc2ccccc2)N2Cc3ccccc3C2=O)c1 (configuration not stated) | . | -9 | . | -1% | . | 0%

High-throughput results deposited in PubChem by National Center for Advancing Translational Sciences (NCATS).
